# Source: PubChem
# TDP-43 yeast inh = inhibitors of TDP-43 toxicity in yeast | Potency, µM (top dose mostly 46.1 µM), without a hit: top-dose growth rescue (activation), hits mostly activators | TDP-43 expressing yeast growth rescue, BacTiter-Glo, 24 h | 410,000 compounds, 1.8% hits; further: % of control where 0% means no effect; nearly all actives have a fitted effect of over 50% in size
#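 Growth rescue of TDP-43-toxic yeast measured as ATP luminescence (BacTiter-Glo). Cells grown to mid-log in raffinose, induced in galactose at OD600=0.02, exposed to compound 24 hr at 30 deg C.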
# SW480 rereplic = DNA re-replication induction in SW480 cells | 340,000 compounds, 1.8% hits | Potency, µM (highest dose often 46.1 µM), inactives show at the top dose re-replication activation, actives largely listed as activators | SW480 DNA re-replication, Hoechst DNA content imaging, 48 h; further: % of control where 0% means no effect; nearly all actives have a fitted effect of over 55% in size
#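 DNA re-replication was detected as more nuclei of elevated Hoechst intensity after 48 hr exposure to compound (23 nL pinned per well of 250 cells).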
# KB-V1 MDR tox = kills drug-selected multidrug resistant KB-V1 cells; KB-V1 MDR cells viability, CellTiter-Glo, 72 h; Potency, µM (doses to about 46.1 µM), inactives show at the top dose activity change, negative = cytotoxicity, actives largely listed as cytotoxic; 400,000 compounds, 3.4% hits; AID 1347076; further: on the % scale 0 is the no-effect control and ±100 the full control effect; nearly all actives have a fitted effect of over 60% in size
#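 Cytotoxicity via CellTiter-Glo luminescence after 72 h compound exposure at 37 degrees C. Cells: drug-selected KB-V1 line, DMEM phenol-red free plus 10% FBS. Compounds tested at multiple concentrations; normalized data fitted to concentration-effect curves.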
# HT1080 IDH1KD tx = toxicity to HT-1080 IDH1 knockdown cells (counter line) | HT-1080 IDH1 knockdown viability, ATP luminescence, 48 h | 360,000 compounds, 2% hits | Potency, µM (series often up to 46.1 µM), inactives show at the highest dose activity, negative = toxicity, most hits filed as cytotoxic;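 further: 0% = DMSO wells and -100% = cell-free medium wells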
#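 IDH1KD HT-1080 cells, 750/well, RPMI + 5% FBS; compound pinned after 2 h settling; 48 h, 37 °C; CellTiter-Glo luminescence; % activity normalised to DMSO and no-cell wells; curves fitted, classed by r2 and efficacy.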
# KB-3-1 tox = KB-3-1 parental cell cytotoxicity | KB-3-1 viability, CellTiter-Glo ATP luminescence, 72 h | Potency, µM (highest dose often 46.1 µM), inactives show at the highest dose activity change, negative = cytotoxic, usual class: cytotoxic | 400,000 compounds, 1.4% hits; further: on the % scale 0 is the no-effect control and ±100 the full control effect; nearly all actives have a fitted effect of over 60% in size
#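 Parental KB-3-1 adenocarcinoma cells in phenol-red-free DMEM with 10% FBS were pin-treated with compounds at several concentrations, incubated 72 h at 37 °C, and viability read by CellTiter-Glo luminescence; concentration-effect curves were fitted after normalization.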
# GLP-1R inv ag = acts as inverse agonist at human GLP-1 receptor | Potency, µM (doses to about 38.3 µM), inactives show at the highest dose activity change, negative = inhibition, hits mostly inhibitors | 410,000 compounds, 1.6% hits | P43220 | HEK293 GLP-1R CRE-luciferase, luminescence, 24 h; GLP-1R form is constitutively active; further: on the % scale 0 is the no-effect control and ±100 the full control effect; nearly all actives have a fitted effect of over 55% in size
# Target sequence (P43220 whole entry, looked up): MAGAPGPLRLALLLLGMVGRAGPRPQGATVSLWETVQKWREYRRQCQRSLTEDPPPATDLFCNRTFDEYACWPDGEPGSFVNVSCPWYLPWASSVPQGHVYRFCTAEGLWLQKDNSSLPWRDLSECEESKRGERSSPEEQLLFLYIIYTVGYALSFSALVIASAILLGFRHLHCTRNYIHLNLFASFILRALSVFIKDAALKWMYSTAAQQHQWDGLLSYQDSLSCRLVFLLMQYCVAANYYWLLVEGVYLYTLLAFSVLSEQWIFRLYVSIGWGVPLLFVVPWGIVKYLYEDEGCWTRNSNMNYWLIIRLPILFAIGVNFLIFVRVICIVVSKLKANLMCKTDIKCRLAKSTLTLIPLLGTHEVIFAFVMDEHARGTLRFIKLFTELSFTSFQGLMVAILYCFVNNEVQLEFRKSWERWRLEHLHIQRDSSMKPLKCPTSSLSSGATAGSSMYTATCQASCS
#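 Seeding at 200 cells/uL, 12 h culture, 24 hr compound treatment, then luciferase reagent and a luminescence read; cells are HEK293 stably expressing a constitutively active GLP-1R plus cAMP-responsive luciferase.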
# GLP1R ag = agonists of human GLP-1 receptor. HEK293 GLP-1R CRE-luciferase, luminescence, 4-6 h; cells express a hypersensitive GLP-1R form. AID 624172. 380,000 compounds, 0.007% hits. Potency, µM (series often up to 45.6 µM), inactives show top-dose activation, hits mostly activators; further: % of control where 0% means no effect
# HT1080NT lethal = kills 2HG-producing HT-1080-NT fibrosarcoma cells; Potency, µM (titrated, usually from 46.1 µM), for the others: top-dose activity, negative = less viability, actives largely listed as cytotoxic; 360,000 compounds, 1.6% hits; HT-1080-NT fibrosarcoma viability, CellTiter-Glo ATP luminescence, 48 h;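 further: NT is the 2HG producing partner of a matched IDH1 knockdown line; 0% = DMSO-treated cells and -100% = media-only wells without cells; nearly all actives have a fitted effect of over 55% in size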
#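 A 48-hour cytotoxicity screen used HT-1080-NT cells plated 2 hours before compound delivery. ATP-based CellTiter-Glo luminescence measured viability, normalized to DMSO and no-cell controls.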
# GLP1R cytotox = cytotoxic in the GLP-1 receptor inverse agonist counter-screen. HEK293 cAMP-luciferase reporter cells, luminescence, 24 h. Potency, µM (highest dose often 38.3 µM), without a hit: top-dose activity change, negative = inhibition, most hits filed as inhibitors. 410,000 compounds, 0.13% hits;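 further: loss of luciferase light is scored as toxicity; on the % scale 0 is the no-effect control and ±100 the full control effect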
#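 Cells in DMEM/10% Nu serum/1% pen-strep, 1536-well format. Pre-incubated 12 h, dosed with 23 nL compound, incubated a further 24 h. Luciferase detection, 12 min at room temp, luminescence.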
# * hit, by the source's call; ? = inconclusive; . = no result given; [ ] = another dose, or the depositor's remark. The call rests on the fitted dose curve; in most records, active means well fitted curve in the direction sought with a large enough effect; inconclusive means small, poorly fitted or top-dose-only effect, or another doubt; inactive means no such curve, though single readings can be large; an effect the other way counts as inactive or inconclusive. Potency means the concentration at half of the fitted maximal effect. Random draw from the library. Share with any hit: about 9.4%.
# Values run as follows: TDP-43 yeast inh	SW480 rereplic	KB-V1 MDR tox	HT1080 IDH1KD tx	KB-3-1 tox	GLP-1R inv ag	GLP1R ag	HT1080NT lethal	GLP1R cytotox
> CCC(=O)c1ccc(OCc2ccccc2)c(OC)c1
 : 11µM*	4%	?	6%	-6%	-8%	22%	5%	6%
> CN(Cc1c(C(=O)N/N=C/c2ccccc2F)nnn1-c1nonc1N)c1ccccc1
 : 12%	-6%	19%	-10%	-3%	?	-4%	0%	-33%
> CC(C)CCn1nnnc1C(c1ccccc1)N1CCN(C)CC1 (configuration not stated)
 : -4%	-3%	-4%	-4%	11%	2%	3%	-2%	-13%
> OC(Cc1ccccc1Br)c1ncc(-c2cccc(C(F)(F)F)c2)[nH]1 (configuration not stated)
 : 27%	.	?	16µM*	0%	10µM*	1%	?	-29%
> COc1ccccc1C(NC(=O)C1CCN(CCOc2ccccc2)CC1)c1ccccn1 (configuration not stated)
 : 22%	.	4%	15%	0%	?	-3%	?	4%
> O=C(Nc1ccc(-c2nc3ccccc3s2)c(O)c1)C1=COCCO1
 : -16%	-3%	-14%	7%	-3%	58%[activator]	1%	-2%	-1%
> CN(C1CCCCC1)S(=O)(=O)c1ccc2c(c1)c(=O)c(C(=O)NCc1ccc(F)cc1)cn2C
 : 16%	.	-7%	.	8%	30%	.	.	-17%
> COc1cccc(Nc2ccc(Nc3cccc(OC)c3)nn2)c1
 : 27%	-2%	-26%	2%	9%	?	-1%	3%	-9%
> COc1ccc2oc(C(=O)N3CCN(S(=O)(=O)c4cccc([N+](=O)[O-])c4)CC3)c(C)c2c1
 : 28%	-7%	-4%	-1%	-10%	?	-1%	-6%	-8%
> CCc1cc(C(=O)Nc2cc(S(=O)(=O)N(C)C)ccc2C)sc1C
 : 9%	17%	9.2µM*	-13%	-7%	?	3%	-7%	-10%
> COc1ccc(Nc2ncnc3ccccc23)c(OC)c1
 : 7%	-2%	-9%	-12%	4%	55%[activator]	14%	-2%	24%
> CCOc1ccc(C(=O)Nc2ccc3nc(Nc4cccc(C(F)(F)F)c4)cc(C)c3c2)cc1OCC
 : ?	.	30%	.	-4%	-6%	0%	.	1%
> Cc1ccc(NC(=O)C2(C)CCCN2C)cc1C (configuration not stated)
 : 10%	.	?	?	-1%	1%	-7%	12%	6%
> CCC1=C(c2ccc(C)cc2)S(=O)(=O)N=C1N1CCC(C(=O)NCc2ccccc2Cl)CC1
 : 12%	.	-20%	.	-27%	?	.	.	2%
> Cc1ccc(CCN2CC(C(=O)NCc3ccc4c(c3)OCO4)CC2=O)cc1 (configuration not stated)
 : 2%	11%	-8%	12%	1%	?	13%	22%	0%

# Part of the list above in order of heavy-atom count, smallest number first.
# Values run as follows: TDP-43 yeast inh	SW480 rereplic	KB-V1 MDR tox	HT1080 IDH1KD tx	KB-3-1 tox	GLP-1R inv ag	GLP1R ag	HT1080NT lethal	GLP1R cytotox
> CCc1cc(C(=O)Nc2cc(S(=O)(=O)N(C)C)ccc2C)sc1C
 : 9%	17%	9.2µM*	-13%	-7%	?	3%	-7%	-10%
> CN(Cc1c(C(=O)N/N=C/c2ccccc2F)nnn1-c1nonc1N)c1ccccc1
 : 12%	-6%	19%	-10%	-3%	?	-4%	0%	-33%
> CCC1=C(c2ccc(C)cc2)S(=O)(=O)N=C1N1CCC(C(=O)NCc2ccccc2Cl)CC1
 : 12%	.	-20%	.	-27%	?	.	.	2%

# Next compounds.
# Values run as follows: TDP-43 yeast inh	SW480 rereplic	KB-V1 MDR tox	HT1080 IDH1KD tx	KB-3-1 tox	GLP-1R inv ag	GLP1R ag	HT1080NT lethal	GLP1R cytotox
> CCCc1nc2c(=O)n(C)c(=O)nc-2n(C)n1
 : ?	0.65µM*	7.3µM*	2.1µM*	4.6µM*	?	-5%	3.7µM*	?
> N#CCCn1cc(C(=O)N2CCCCC2)c(-c2ccc([N+](=O)[O-])cc2)n1
 : -4%	?	-4%	6%	13%	1%	-5%	15%	16%
> Cc1ccc(OCCCn2ccnc2)c([N+](=O)[O-])c1
 : -5%	-6%	-19%	18%	7%	38%[activator]	1%	16%	7%
> Cc1ccc(C(=O)Nc2cccc(C(F)(F)F)c2)cc1NC(=O)c1c[nH]c2cc(C(F)(F)F)ccc2c1=O
 : 9%	-3%	8%	12%	?	0%	2%	7%	-15%
> Cc1ccc(NC(=O)COC(=O)COc2cccc3c2OC(C)(C)C3)cc1C
 : 5%	-9%	3%	0%	15%	6%	-3%	16%	1%
> c1sc2[n+](c1C13CC4CC(CC(C4)C1)C3)CCS2
 : 12%	-702%[inhibitor]	?	0%	?	-3%	-1%	3%	9%
> c1ccc(CCc2nc3ccccc3[nH]2)cc1
 : 6%	0%	-19%	-1%	-15%	-4%	-3%	13%	-8%
> COc1ccc(C2C3C=CCC(c4cccc(-c5ccc(C)cc5)c4)C3C(=O)N2Cc2ccccc2)cc1Cl (configuration not stated)
 : 7%	-11%	-13%	-1%	-29%	?	-2%	-1%	2%
> CC(=O)Nc1c(C(=O)Nc2cccc(C)c2)nnn1-c1ccc(C)cc1
 : ?	.	8%	.	-12%	?	-10%	.	-12%
> COc1ccc(-c2cn3ccccc3n2)cc1[N+](=O)[O-]
 : -21%	2%	?	-2%	-6%	96%[activator]	20%	-3%	2%
> Cc1ccc(-n2[nH]c(C)c(C=Nc3ccc(S(=O)(=O)Nc4nc(C)cc(C)n4)cc3)c2=O)c(C)c1
 : -12%	-8%	2%	-3%	-6%	16%	1%	-5%	1%
> O=C(N/N=C/c1ccc(O)cc1)c1csc2ccccc12
 : 10%	-5%	-26%	2%[9.24 µM]	0%	?	-4%	-2%	-1%
> N#CCCN(C(=O)COC(=O)C1CCN(S(=O)(=O)c2cccs2)CC1)c1ccccc1
 : -14%	-2%	12%	0%	-1%	-28%	-2%	7%	-2%
> NC(=NCCc1ccc(Cl)cc1)NS(=O)(=O)c1ccc(F)cc1
 : 15%	-16%	15µM*	-2%	?	?	-1%	5%	-8%
> Cc1cc(=O)[nH]c(SCC(=O)Nc2ccc(Br)cc2)c1C#N
 : -5%	2%	?	?	?	?	-17%	?	-23%

# Records listed so far marked active in SW480 rereplic:
Compound | SW480 rereplic | GLP1R ag
CCCc1nc2c(=O)n(C)c(=O)nc-2n(C)n1 | 0.65µM* | -5%

# Structural class, those above containing a CF3 group.
# Values run as follows: TDP-43 yeast inh	SW480 rereplic	KB-V1 MDR tox	HT1080 IDH1KD tx	KB-3-1 tox	GLP-1R inv ag	GLP1R ag	HT1080NT lethal	GLP1R cytotox
> OC(Cc1ccccc1Br)c1ncc(-c2cccc(C(F)(F)F)c2)[nH]1 (configuration not stated)
 : 27%	.	?	16µM*	0%	10µM*	1%	?	-29%
> CCOc1ccc(C(=O)Nc2ccc3nc(Nc4cccc(C(F)(F)F)c4)cc(C)c3c2)cc1OCC
 : ?	.	30%	.	-4%	-6%	0%	.	1%
> Cc1ccc(C(=O)Nc2cccc(C(F)(F)F)c2)cc1NC(=O)c1c[nH]c2cc(C(F)(F)F)ccc2c1=O
 : 9%	-3%	8%	12%	?	0%	2%	7%	-15%

# Next section:
# Values run as follows: TDP-43 yeast inh	SW480 rereplic	KB-V1 MDR tox	HT1080 IDH1KD tx	KB-3-1 tox	GLP-1R inv ag	GLP1R ag	HT1080NT lethal	GLP1R cytotox
> Cc1cc(N/N=C/c2ccncc2)c([N+](=O)[O-])cc1[N+](=O)[O-]
 : -9%	3%	?	8%	-2%	6%	7%	8%	3%
> COc1ccc2[nH]c3c(=O)n(CCCCC(=O)N4CCCC4)c(=S)[nH]c3c2c1
 : -13%	-3%	-6%	3%	-21%	0%	-9%	-2%	10%
> CCc1ccc2oc(=O)cc(CN3CCOCC3)c2c1
 : 4%	-2%	0%	-12%	-4%	15%	4%	-6%	5%
> COC(=O)c1nnn(-c2cccc(C)c2)c1C(=O)OC
 : -4%	.	?	.	1%	15%	.	.	1%
> O=C(NC(c1ccc(-c2ccccc2)cc1)c1cnccn1)C1CCN(CCCOc2ccccc2)CC1 (configuration not stated)
 : 3%	.	-20%	9.2µM*	?	?	-1%	?	-12%
> COc1ccc(S(=O)(=O)N2CCN(C)CC2)cc1C
 : -18%	7%	-27%	-9%	-19%	-3%	-4%	-12%	2%
> CCOC(=O)C(=O)N1CCC(C(=O)OC)CC1
 : -12%	-14%	-2%	4%	0%	7%	1%	18%	-15%
> CCN(CC)CC(=O)Nc1cc(N(C)C)nc2ccccc12
 : -2%	11%	?	2%	22%	?	11%	-4%	-18%
> COc1ccc(NC(=O)COC(=O)CCNS(=O)(=O)c2ccccc2)cc1OC
 : -21%[0.397 µM]	-5%	-3%	-12%	19%	14%	26%	0%	11%
> C[C@H](CO)N1C[C@H](C)[C@@H](CN(C)Cc2ccc(Oc3ccccc3)cc2)Oc2c(NC(=O)C3CC3)cccc2C1=O
 : -2%	?	1%	?	?	?	-4%	?	-51%
> O=c1[nH]c(CSc2nnc(-c3cccnc3)n2C2CCCCC2)nc2ccccc12
 : 20%	-6%	?	0%	7%	6%	-2%	-3%	4%
> COc1ccccc1NS(=O)(=O)/C=C/c1ccccc1
 : -11%	-129%[inhibitor]	-23%	-4%	-5%	-27%	8%	-3%	0%
> COC(=O)[C@]12CCCCC=C1N(Cc1ccc3c(c1)OCO3)C(=O)[C@H](CC(=O)NCc1cccc3ccccc13)C2
 : ?	.	23µM*	-19%	?	?	.	?	-10%
> Cc1c(C(=O)NCCN2CCOCC2)oc2ccc(Br)cc12
 : -16%	-7%	3%	-7%	14%	9%	2%	5%	-5%
> CC(=O)NCCc1nc2cc(NC(=O)c3ccccc3C)ccc2n1C
 : 3%	-2%	?	0%	1%	8%	-1%	4%	-21%
